SDO1 yeast rescue: compounds rescuing growth of sdo1-depleted yeast, bone marrow failure model; S. cerevisiae sdo1-depleted JHY4D growth rescue, OD600 30 h; active compounds read high; pdr5 snq2 efflux-pump mutant strain; z-score at 10 µM; 140,000 compounds, 0.21% hits; AID 817;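 active = z-score above 3 at both the 24 hr and the 30 hr optical density reads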;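 also: z-score against mean and SD of all compound wells on the same plate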
Insulin prom inh: TRM-6 insulin promoter activity inhibition | TRM-6 cells (human fetal islet line), insulin promoter-eGFP reporter, imaging; reporter expression induced with tamoxifen | inhibition, % at 2 µM | 130,000 compounds, 0.9% hits | AID 1273;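 active = inhibition above the mean plus 3 SD, with well images judged a real hit on visual review, cut at about 60% in these data, passing the limit was not always enough; inconclusive = inhibition over the cutoff but images rejected on review; inactive = inhibition not above the cutoff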
SDO1 yeast rescue Rescue 24 h: further read-out of SDO1 yeast rescue, marked with its call; z-score; S. cerevisiae sdo1-depleted JHY4D growth rescue, OD600; measured here: growth rescue at 24 h;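 0 is the plate mean of compound wells and units are plate SD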
* marks the source's active call; other numbers are inactive results; u = inconclusive; x = no result given.

SMILES	SDO1 yeast rescue	SDO1 yeast rescue Rescue 24 h	Insulin prom inh
CCCc1[nH]nc2c1C(c1cn[nH]c1-c1ccc(F)cc1)C(C#N)=C(N)O2 (stereo not drawn)	1.5	2.3	-8
CCC(C)NC(=O)CCCc1ccccc1 (stereo not drawn)	0.64	0.43	17
CCCSc1nnc(CNC(=O)C23CC4CC(CC(C4)C2)C3)n1Cc1ccccc1	-0.62	-1.1	x
O=[N+]([O-])c1cc(/C=N/Nc2nc(N3CCCCC3)nc(N3CCCCC3)n2)ccc1O	1.5	-0.6	36
CN(C)N1C(N)=C(C#N)C(c2cccs2)C2=C1CC(C)(C)CC2=O (stereo not drawn)	x	x	61
CC(=O)Nc1ccc2c(CN3C(=O)NC(C)(c4ccc(C)cc4)C3=O)cc(=O)oc2c1 (stereo not drawn)	x	x	0
CCOC(=O)c1c(C)n(C)c2c(C)cc(O)c(OC(=O)CC)c12	0.21	0.7	27
COc1ccc(C(Nc2ccccn2)c2c(NC(=O)c3ccco3)sc(C)c2C)cc1OC (stereo not drawn)	-0.48	-0.27	x
Cc1cc(C)c(NC(=O)COc2ccccc2C(=O)Nc2ccc3c(c2)oc2ccccc23)c(C)c1	-0.47	0.8	-36
Cc1c(N(C(=O)c2cc(=O)[nH]c3ccccc23)C(C)C)c(=O)n(-c2ccccc2)n1C	1.8	1.9	10
Cc1cc(-c2ccccc2)c2c(=O)[nH][nH]c2n1	0.23	-0.02	6
COc1ccc(-n2c(N)c(C(=O)NCc3ccco3)sc2=S)cc1	1.6	0.02	46
CCOC(=O)c1cc(C(=O)NCc2ccc(Cl)cc2Cl)nn1C	0.99	1.8	23
Cc1cc(C(=O)Nc2cnc3ccccc3c2)ccc1[N+](=O)[O-]	x	x	-25
O=c1cc(CNc2cc(C(F)(F)F)cc(C(F)(F)F)c2)nc2sccn12	-1.2	0.09	7
c1ccc(Cn2nnnc2C(c2cccnc2)N2CCN(C3CCCCC3)CC2)cc1 (stereo not drawn)	-0.02	-1.2	4
O=C(Nc1ccccc1)N(Cc1ccccc1)Cc1ccccc1	-0.28	0.7	-97
CC(=O)N1CCc2cc(S(=O)(=O)CCC(=O)NCc3ccc4c(c3)OCO4)ccc21	0.14	-0.05	0
CCOC(=O)CN1C(=O)C(O)(c2c(C)[nH]c3ccccc23)c2ccccc21 (stereo not drawn)	-0.18	-0.42	-12
COc1ccccc1/C=N/NC(=O)c1ccc(-c2ccccc2)cc1	0.98	1.8	23
Cc1cc(C)c2nc(N3CCCC(C(=O)NCCCN4CCOCC4)C3)sc2c1 (stereo not drawn)	-0.24	-0.62	16
CC(NC(=O)C(=O)NN=C1CCC(C(C)(C)C)CC1)c1ccccc1 (stereo not drawn)	0.63	0.26	40
Cc1ccccc1N/C(SCc1ccc(Cl)cc1)=C(/C#N)C(=O)NCc1ccco1	-0.04	0.18	11
CCC(C)NC(=O)CCC(=O)Nc1ccc2nc(N3CC(C)CC(C)C3)cc(C)c2c1 (stereo not drawn)	x	x	-75
O=C(CCCC(=O)N(CC(=O)NC1CCCC1)Cc1ccccc1Cl)Nc1ccccn1	0.53	1.1	-7

SMILES	SDO1 yeast rescue	SDO1 yeast rescue Rescue 24 h	Insulin prom inh
COc1ccc(/C(N)=C/C(=O)C(C)(C)C)cc1	0.94	0.95	x
CCOC(=O)N1CCC(N2CC34C=CC(O3)C(C(=O)O)C4C2=O)CC1 (stereo not drawn)	0.68	0.17	x
CCOC(=O)C(NC(=O)NCc1ccccc1OC)(OCC)C(F)(F)F (stereo not drawn)	0.54	0.37	x
O=c1[nH]c2cc3c(cc2cc1CN(CC1CCCO1)S(=O)(=O)c1ccc(Cl)cc1)OCCO3 (stereo not drawn)	-0.61	-1.1	x
CCn1nnnc1SCC(=O)Nc1sc(C)c(C)c1C#N	0.79	0.26	3
N#C/C(=C\Nc1ccc2cn[nH]c2c1)c1nc(-c2ccc(Cl)cc2)cs1	x	x	7
C=CCSc1ncccc1C(=O)O	0.14	-0.67	12
CCOC(=O)c1cnn(CCOC(=O)c2cccs2)c1NC(=O)c1cccs1	-0.64	-0.46	x
O=C(COC(=O)c1oc2ccccc2c1CSc1ccc(Cl)cc1)NC1CCCC1	-0.5	-0.36	-47
CN(NS(C)(=O)=O)c1c(C#N)c(C(F)(F)F)nn1C	x	x	29
CCCn1c(SCC(=O)NC2CCCCC2C)n[nH]c1=O (stereo not drawn)	0.88	0.52	-34
Cc1ccc(-n2nc(C)c(NS(=O)(=O)c3ccccc3)c2C)cc1C	-0.67	-0.76	-17
COc1cccc2cc(C(=O)c3ccc([N+](=O)[O-])cc3)oc12	x	x	47
CCCCN=C(C)c1c(O)c2ccccc2oc1=O	-0.2	-0.02	x
CCN1CCN(C(=O)c2ccccc2N(Cc2ccccc2)S(=O)(=O)c2ccc(C)cc2)CC1	0.61	-0.06	-367
O=C(CCCCCn1c(=S)[nH]c2ccc(Br)cc2c1=O)NCC1CCCO1 (stereo not drawn)	-0.1	0.82	-19
CCOC(=O)C1CCCN(c2c(N3CCOCC3)c(=O)c2=O)C1 (stereo not drawn)	-0.2	0.92	x
COc1ccc(CCN2C(=O)CC(Sc3ncccc3C(=O)O)C2=O)cc1OC (stereo not drawn)	-0.37	-1.2	15
COc1ccccc1-c1ccc(SCC(=O)NCc2ccc3c(c2)OCO3)nn1	x	x	-59
Cc1ccc(NC(=O)CCC(=O)O)cc1F	1.5	-0.53	9
Cc1cccc(NC2=C(NCCO)C(=O)c3ccccc3C2=O)c1	-1.4	-1	u
COc1ccc(OC)c(C2NC(=O)c3sc(=S)n(-c4ccccc4)c3N2)c1 (stereo not drawn)	-1.5	-0.44	-12
O=C(CSc1ccc(-c2ccccc2)nn1)N1CCCc2ccccc21	-0.75	-1.1	x
N#Cc1cccc(C(c2nnnn2Cc2ccccc2)N2CCCC2)c1 (stereo not drawn)	-0.41	-0.06	x
Cc1cccc(C=Nc2ccc3c4c(cccc24)CC3)c1O	1	1.2	x

SMILES	SDO1 yeast rescue	SDO1 yeast rescue Rescue 24 h	Insulin prom inh
CCN(CC)S(=O)(=O)c1ccc(S(=O)(=O)N2CCCC2C(=O)O)cc1 (stereo not drawn)	-0.29	-0.71	-33
CCC(=O)Nc1sc(C(=O)OC)c(C)c1C(=O)OC	0	-0.23	x
CCOc1ccc(C(=O)NCC(=O)OCC(=O)N2CCC(C)CC2)cc1	0.53	1.3	-13
CCCCCCCC(=O)Nc1ccc(S(=O)(=O)Nc2nccs2)cc1	0.64	0.74	-93
c1ccc(Cc2nnc(-c3ccccc3)o2)cc1	-0.07	-0.01	33
Cc1ccc(CSc2nnc(-c3ccc(NS(=O)(=O)c4ccccc4)cc3)o2)cc1	-0.13	0.37	20
COc1ccc(-c2nc(C#N)c(N3CCOCC3)o2)cc1OC	0.72	-0.23	-4
COc1ccc(N2CC(=O)N(c3ccccc3)C2=S)cc1	-0.55	-0.43	x
CC(=O)c1cccc(N(CC(=O)Nc2cccnc2)S(C)(=O)=O)c1	-0.25	-1.3	-429
Cc1cc(=O)[nH]c(SCc2nc3ccc([N+](=O)[O-])cc3[nH]2)n1	-0.52	-1.7	-7
Cc1ccc(C(=O)N(CN2CCCC2=O)c2ccccc2)cc1C	-0.44	0.25	x
CC1CN(C(=S)NC(=O)C2CCCCC2)CC(C)O1 (stereo not drawn)	0.48	-0.24	-3
COc1cc(/C=N\Nc2nc3ccccc3o2)cc(OC)c1OC	-0.71	-1.2	-469
N#CC1=C(Nc2ccccc2)SC=C(c2ccc(Br)cc2)N=C1N1CCOCC1	0.05	-0.2	20
COc1ccc(-c2[nH]c(-c3ccc(C)cc3)nc2SCC(=O)NC2CCCC2)cc1	-0.77	-0.84	-12
Cc1cc(C)cc(OCC(=O)NC2CCCc3ccccc32)c1 (stereo not drawn)	-0.98	-1.1	x
O=C(Oc1ccccc1-c1nnco1)c1ccccc1	2.6	2.8	0
Cc1ccc(NC(=O)C(C)OC(=O)CCNS(=O)(=O)c2ccc(C)cc2)cc1 (stereo not drawn)	-0.33	-1.1	-13
Cc1ccc(C(=O)CC(=O)c2cc(Cl)ccc2O)cc1	-2.5	-0.85	-53
CC1C(=O)NN=C1C(=O)N/N=C\C(Br)=C\c1ccccc1 (stereo not drawn)	x	x	8
O=C(CS(=O)(=O)c1cn(Cc2ccccc2Cl)c2ccccc12)N1CCOCC1	0.02	0.13	-40
CC(C)(CN=C1NS(=O)(=O)c2ccccc21)CNC(=O)CN1C(=O)c2ccccc2C1=O	1.2	0.98	x
C=CCSc1n[nH]c(-c2ccccc2)n1	0.61	0.6	53
Cc1cccc(-c2noc(CN(C(=O)/C=C/c3ccccc3Cl)C(C)C)n2)c1	0.17	0.15	-33
Cc1ccc(-n2nc(CN3CCOCC3)c(-c3ccccc3)c2N)cc1Cl	1.1	0.9	x

The final 3 compounds of the section above lead into the next.
SMILES	SDO1 yeast rescue	SDO1 yeast rescue Rescue 24 h	Insulin prom inh
C=CCSc1n[nH]c(-c2ccccc2)n1	0.61	0.6	53
Cc1cccc(-c2noc(CN(C(=O)/C=C/c3ccccc3Cl)C(C)C)n2)c1	0.17	0.15	-33
Cc1ccc(-n2nc(CN3CCOCC3)c(-c3ccccc3)c2N)cc1Cl	1.1	0.9	x
CC(CCc1ccccc1)NC(=O)CN(C)Cc1ccccc1F (stereo not drawn)	x	x	-145
Cc1nn(CC(=O)OCC(=O)Nc2c(C(C)C)cccc2C(C)C)c(C)c1[N+](=O)[O-]	0.01	0.34	-4
O=C(CC(O)(C(F)(F)F)C(F)(F)F)Nc1ccc(Cl)c(Cl)c1	-1.3	-1	69
O=C(CN(Cc1cccs1)C(=O)CNS(=O)(=O)c1ccc(F)cc1)NCc1ccco1	-0.6	-0.73	-171
CCCCNC(=O)CSc1nc2ccsc2c(=O)n1C1CCN(C(=O)OCC)CC1	-0.49	-0.64	0
Oc1ccccc1-c1nc(/C=C/c2ccccc2)nn1-c1ccccc1	-0.37	0.41	23
CCOc1cc2c3c(c1)C1(C(=O)N3C(C)(C)CC2C)C(C#N)=C(N)N2C(=C1C#N)Nc1ccccc12 (stereo not drawn)	-0.46	-1.1	7
CCOC(=O)C1CCN(C(=O)CSc2ccc(Cl)cc2)CC1	0.13	0.87	-67
CC(=O)N1CCc2cc3nc(C)cc(C)c3cc21	1.3	0.62	-80
O=C1CC(c2ccc(S(=O)(=O)NCc3ccccc3)cc2)CN1 (stereo not drawn)	1.1	0.68	x
CCCCn1nnnc1NCc1cccs1	0.39	-0.26	5
CN(C)CCNc1ncnc2ccccc12	0.48	1.1	-3
CC(C)(CO)NCc1ccccc1OCC(=O)Nc1ccccc1	0.6	0.54	-197
CCN(CC)CCN1C(=O)C(=O)/C(=C(/O)c2ccccc2)C1c1ccccc1F (stereo not drawn)	-0.14	-0.52	-42
Cc1ccc(S(=O)(=O)N2CCOCC2)cc1NC(=O)COC(=O)c1cc(=O)c2ccccc2o1	2.4	1.6	46
CC(C)c1ccc(NC(=O)C2CCCCC2C(=O)O)cc1 (stereo not drawn)	0.23	-0.74	-9
COc1cc(NC(=O)c2cccnc2Sc2ccc(Cl)cc2)cc(OC)c1OC	-0.58	-0.59	0
O=C(CNC(=O)c1ccccc1Cl)Nc1ccc(F)cc1	1.4	1.7	x
N#Cc1c(=O)c2nc(NCc3ccccc3)ncc2n2ccccc12	0.65	0.19	-2
COc1ccc(C)cc1NC(=O)C1CC(=O)N(CCc2ccccc2)C1 (stereo not drawn)	x	x	-8

Pulled by compound from above, seven records:
SMILES	SDO1 yeast rescue	SDO1 yeast rescue Rescue 24 h	Insulin prom inh
CCN(CC)CCN1C(=O)C(=O)/C(=C(/O)c2ccccc2)C1c1ccccc1F (stereo not drawn)	-0.14	-0.52	-42
O=C(CS(=O)(=O)c1cn(Cc2ccccc2Cl)c2ccccc12)N1CCOCC1	0.02	0.13	-40
c1ccc(Cn2nnnc2C(c2cccnc2)N2CCN(C3CCCCC3)CC2)cc1 (stereo not drawn)	-0.02	-1.2	4
CCOC(=O)c1c(C)n(C)c2c(C)cc(O)c(OC(=O)CC)c12	0.21	0.7	27
CCC(=O)Nc1sc(C(=O)OC)c(C)c1C(=O)OC	0	-0.23	x
Cc1ccc(-n2nc(CN3CCOCC3)c(-c3ccccc3)c2N)cc1Cl	1.1	0.9	x
CC(=O)Nc1ccc2c(CN3C(=O)NC(C)(c4ccc(C)cc4)C3=O)cc(=O)oc2c1 (stereo not drawn)	x	x	0

Screening data (PubChem BioAssay)

An excerpt. The share of hits here may be higher or lower than overall.
